Source: PubChem (Broad Institute)
EWS-Fli block – blocks EWS/Fli oncoprotein-driven transcription | A673 NR0B1-luciferase reporter, viability-normalised | inhibition, % at 12.6 µM | 350,000 tested, 0.67% active | AID 651661;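 active means mean inhibition of at least 50% after viability correction, with every replicate also passing that limit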;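 further: firefly luciferase signal divided by Alamar Blue viability fluorescence both relative to DMSO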
FN deposition inh – fibronectin deposition inhibition; 350,000 tested, 0.086% active; inhibition, % at 12.6 µM; AH1F fibroblasts, Alexa488-fibronectin deposition fluorescence, overnight;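 active means mean inhibition across replicates of 30% or more, regardless of how many single replicates reach that level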;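 further: positive control wells lacked labelled fibronectin entirely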
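Material: AH1F fibroblast monolayer depositing Alexa488-labelled fibronectin into matrix / Amount: 10000 AH1F cells per well / Signal: fluorescence 485/525 nm / Medium: DMEM, 2% serum / Compound: single dose, pinned / Incubation: 1 h cell adhesion before compound, then overnight fibronectin incubation / Reagent: Alexa488-FN, 24 nM final / Read-out: inhibition of fibronectin deposition signal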
Xi reactivation – activators of X-chromosome reactivation in mouse fibroblasts; XiGFP mouse fibroblasts, % GFP-positive cells imaging, 3 d; cells co-treated with 5-aza-dC sensitizer; scaled so ellipticine positive control = 100%; AID 743238; 360,000 tested, 0.055% active; activation, % at 7.58 µM;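 active means mean normalized replicate activation at least 10% and every replicate at or above 10%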;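 further: 0% = median of on-plate neutral control wells and 100% = ellipticine 6 µM median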
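Assay system – SV40-immortalized XiGFP fibroblast cells, line 68-5-11 · Buffer or medium – DMEM supplemented with 5-aza-dC as sensitizing agent · Dosing – one concentration, pinned · Benchmarks – positive control ellipticine, 6 µM final · Times – 3 days compound exposure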
E-sel inducer – induces E-selectin expression in human endothelial cells. 260,000 tested, 0.37% active. activation, % at 7.58 µM. P16581. HUVEC E-selectin immunofluorescence imaging; normalized: neutral wells 0, TNF-alpha wells 100;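 active means mean E-selectin-positive cell signal at least 10% of the positive control, reached in at least 60% of replicates, without over 20% cell loss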;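 further: in these data hits start at about 27%; measured in HUVEC primary endothelial cells; signal is the percent of cells scored E-selectin positive by PE staining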
Target sequence (P16581 whole entry, looked up): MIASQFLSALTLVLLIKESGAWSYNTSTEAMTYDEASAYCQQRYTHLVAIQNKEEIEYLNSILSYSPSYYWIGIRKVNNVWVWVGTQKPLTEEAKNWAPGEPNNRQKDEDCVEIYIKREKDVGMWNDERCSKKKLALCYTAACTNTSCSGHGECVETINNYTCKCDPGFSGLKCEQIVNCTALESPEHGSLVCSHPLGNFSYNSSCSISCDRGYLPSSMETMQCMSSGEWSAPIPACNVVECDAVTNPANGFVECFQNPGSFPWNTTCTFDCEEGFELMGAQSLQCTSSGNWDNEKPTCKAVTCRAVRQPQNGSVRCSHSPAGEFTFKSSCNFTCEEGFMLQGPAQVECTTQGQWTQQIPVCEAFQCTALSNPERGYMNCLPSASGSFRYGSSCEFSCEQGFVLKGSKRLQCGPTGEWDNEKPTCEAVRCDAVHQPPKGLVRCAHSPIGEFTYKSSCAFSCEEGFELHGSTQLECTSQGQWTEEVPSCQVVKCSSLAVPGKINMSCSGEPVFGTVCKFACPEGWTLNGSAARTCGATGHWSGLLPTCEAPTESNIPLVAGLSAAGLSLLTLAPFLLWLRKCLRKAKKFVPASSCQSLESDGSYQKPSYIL
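Assay system: HUVEC, human umbilical vein endothelial cells / Amount: 3,000 HUVEC/well / Controls: TNF-alpha positive control, DMSO neutral control / Compound dosing: single concentration / Medium: EGM-2 over gelatin coat / Evaluation: percent E-selectin-positive cells / Signal: immunofluorescence imaging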
esBAF inh – inhibitors of esBAF chromatin remodeling in mouse ES cells | AID 602393 | Bmi1-luciferase knock-in reporter, 24 h; 100% = twice the neutral-well signal | reporter increase, % at 12.5 µM | 350,000 tested, 2% active; in the data active means activation above about 40%;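 further: 0% = median of the plate's neutral control wells and 100% = double that signal; a rise in the Bmi1 reporter signal indicates esBAF inhibition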
S100A4 inh HTS – S100A4-myosin IIA interaction inhibition. inhibition, % at 10.7 µM. AID 652163. S100A4/TAMRA-MyoIIA peptide fluorescence polarization. 360,000 tested, 0.14% active. P26447;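 active means mean inhibition of at least 70% across replicates, with every replicate also reaching that level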
Target sequence (P26447 whole entry, looked up): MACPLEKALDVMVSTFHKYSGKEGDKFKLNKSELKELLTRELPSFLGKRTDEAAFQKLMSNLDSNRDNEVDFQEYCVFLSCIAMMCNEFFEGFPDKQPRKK
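Material: S100A4 monomer protein / Buffer or medium: 50 mM HEPES pH 7.2, 10 mM CaCl2, 100 mM KCl / Times: 5 min incubation before reading / Benchmarks: neutral control DMSO, positive control TFP / Reagent: labelled myosin peptide probe, 5 nM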
RAD54 inh – inhibitors of human RAD54 branch migration | Q92698 | RAD54 Holliday junction branch migration, FAM/BHQ fluorescence | inhibition, % at 10.4 µM | 360,000 tested, 0.14% active | AID 602329;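 active means mean normalized replicate activity at least 40 and at least half of replicates scoring 40 or more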;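 further: 0% = median of neutral control wells and 100% = median of positive control wells; inhibitors cause a drop in the FAM fluorescence signal; in these data hits start at about 50%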
RAD52 inh – RAD52 (human) annealing inhibition; inhibition, % at 18.7 µM; P43351; AID 651710; recombinant RAD52 DNA annealing, FRET fluorescence; 360,000 tested, 0.46% active;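 active means every replicate showing at least 50% inhibition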
Starred values were filed as active, the others as inactive; . = no result given. Rows are unselected; any-hit rate near 3%.

Values in the order: EWS-Fli block	FN deposition inh	Xi reactivation	E-sel inducer	esBAF inh	S100A4 inh HTS	RAD54 inh	RAD52 inh
1) CC(CCc1ccccc1)N1CCN(C)CC1 (configuration not stated)
    -1	4	0.1	.	-6	-3	-5	4
2) CCC(C)(C)NC(=O)CN(C(=O)c1ccc(N2CCCC2)nc1)c1ccc(F)cc1
    0	-5	0.1	.	-11	-40	6	-6
3) COc1cccc(NC(=O)COC(=O)c2ccccc2C(=O)N(C)c2ccccc2)c1
    -1	-21	0.0	.	8	-18	-9	-9
4) C[C@@H]1CN([C@H](C)CO)C(=O)Cc2cc(NS(=O)(=O)c3ccccc3)ccc2O[C@H]1CN(C)Cc1ccc(-c2ccccc2)cc1
    5	.	-0.3	0.0	-1	7	-8	-13
5) C[C@H](CO)N1C[C@H](C)[C@@H](CN(C)Cc2ccc(C(F)(F)F)cc2)Oc2ccc(NC(=O)NC3CCCCC3)cc2CC1=O
    11	0	0.0	0.3	-3	-19	2	29
6) CCC(C(=O)NC(C)(C)C)N(Cc1ccco1)C(=O)Cn1nnc(-c2ccc(F)cc2)n1 (configuration not stated)
    14	2	-0.1	-0.4	.	0	.	-14
7) CN1C(=O)c2cc(NC(=O)Nc3ccccc3Cl)ccc2OC[C@H]2O[C@@H](CC(=O)NCCCN3CCOCC3)CC[C@H]21
    1	-3	0.0	-0.1	-2	5	9	15
8) C[C@@H]1CN([C@H](C)CO)C(=O)c2cc(NC(=O)C3CCCCC3)ccc2O[C@@H](C)CCCCO[C@H]1CN(C)C(=O)CCC(F)(F)F
    8	-5	0.2	0.1	6	-7	1	-2
9) O=C(COc1ccc(Br)cc1Cl)NC(=O)NC1CCCC1
    -52	-5	0.0	.	51*	-2	13	-3
10) CCCC(=O)Nc1ccc2c(c1)C(=O)N(C)[C@H]1CC[C@H](CC(=O)Nc3cn(C)nc3C)O[C@H]1CO2
    -3	-16	0.2	0.0	0	-2	-3	-9
11) COc1cccc(C(=O)Nc2ccc3c(c2)C(=O)N(C)C[C@H](OC)[C@H](C)CN(C(C)=O)[C@H](C)CO3)c1
    6	1	0.1	-0.1	-1	0	-7	-2
12) CCNC(=O)C[C@@H]1CC[C@@H]2[C@@H](COc3ccc(NC(=O)C4CCOCC4)cc3C(=O)N2C)O1
    0	4	0.1	0.0	1	-9	-1	0
13) Cc1nn(CCCC(=O)Nc2cccnc2)c(C)c1[N+](=O)[O-]
    13	9	.	0.7	-3	-2	0	11
14) O=C(NC1CCC1)[C@@H]1[C@@H](CO)[C@@H]2Cn3c(ccc(-c4ccccc4)c3=O)[C@H]1N2CC1CC1
    3	.	5.2	0.0	-1	3	-5	2
15) CN(C)c1ccc(C(=S)N2CCN(C(=S)Nc3ccc(Cl)cc3)CC2)cc1
    0	-4	0.0	24	-4	-1	-3	-12
16) CCCCNC(=O)c1ccc2nc(CC)c(N(CC)CCOC)n2c1
    7	7	0.3	1.9	-5	2	-5	-2
17) Cc1ccc(Cn2c(CCCO)nc3ccccc32)cc1
    -7	7	0.0	.	23	1	-8	-2
18) COCCNC(=O)C1C(=O)Nc2ccccc2C(=O)N1C1CCCC1 (configuration not stated)
    -4	.	0.0	0.3	.	-2	.	-12
19) NC(=O)CC(NSc1ccccc1[N+](=O)[O-])C(=O)O (configuration not stated)
    -1	.	.	.	-7	-1	-11	-8
20) Cc1ccccc1CN1C(=O)CN(S(C)(=O)=O)CC1(C)C(=O)Nc1ccc2c(c1)OCCO2 (configuration not stated)
    -5	-1	0.0	-9.4	.	-4	.	-6
21) C#CC1(NC(=S)Nc2cccc(OC)c2)CCCCC1
    9	6	0.3	-0.1	.	-1	.	18
22) C[C@H]1CN([C@@H](C)CO)C(=O)c2cc(C#CC3(O)CCCC3)cnc2O[C@@H]1CN(C)S(C)(=O)=O
    -1	-1	0.3	-0.9	-3	1	4	1
23) CC(=O)c1ccc(N2CCN(C(=O)c3ccc(NC4=NC5CS(=O)(=O)CC5S4)cc3)CC2)cc1 (configuration not stated)
    -7	5	0.0	-0.1	-10	2	-3	-16
24) O=C(Nc1ccc(F)cc1)N1CCCCN2[C@H](CO)[C@@H](c3ccc(C#Cc4ccccc4)cc3)[C@H]2C1
    3	4	0.0	-0.3	.	-7	2	10
25) CN1CCN(c2ccc(NC(=O)c3ccc(-c4ccc(Br)cc4)o3)cc2)CC1
    16	9	0.2	.	.	21	.	-4
26) CC(CN1C(C)CCCC1C)OC(=O)c1cccc(F)c1 (configuration not stated)
    4	6	0.0	-0.3	1	3	-1	-3
27) COc1ccc(C(NC(=O)C2CCN(Cc3ccc(Oc4ccccc4)cc3)CC2)c2ccccn2)cc1 (configuration not stated)
    17	0	0.1	0.1	-12	-29	-7	-42
28) COc1ccc(-c2cnc3c(NC(C)=O)cc(-c4ccc(C(=O)NC5CC5)cc4)cn23)cc1OC
    2	16	-0.1	-0.1	-1	4	7	-3
29) C[C@@H]1CN([C@H](C)CO)C(=O)Cc2cc(NC(=O)Nc3ccc(C(F)(F)F)cc3)ccc2O[C@@H]1CN(C)C(=O)Nc1ccc(F)cc1
    -1	.	-1.2	1.2	-7	-6	1	-5
30) COc1cccc(CNC(=O)Cc2ccc(-c3ccccc3)cc2)c1
    21	3	0.0	2.8	1	-4	4	-113
31) CC(C)N=C1NN=C(c2cccs2)CS1
    -56	-2	-0.1	.	.	5	.	-11
32) C[C@H](CO)N1C[C@H](C)[C@H](CN(C)Cc2cccnc2)Oc2cc(-c3ccncc3)ccc2S1(=O)=O
    3	-11	-1.1	0.5	-2	7	2	0
33) O=c1ccn([C@@H]2O[C@H](CNCc3cccn3-c3nccs3)[C@@H](O)[C@H]2O)c(=O)[nH]1
    0	2	0.0	-0.1	3	-4	1	-6
34) CCCC(CCC)=NNC(=O)c1ccccc1F
    -9	0	0.1	.	5	-11	.	-22
35) COC(=O)C[C@@H]1CC[C@@H](NC(=O)c2ccccc2)[C@@H](CO)O1
    0	1	0.4	0.6	2	4	1	-4
36) Cc1ccccc1C(=O)NNC(=O)c1ccc2nc[nH]c2c1
    -14	3	0.1	.	.	0	.	-10
37) O=C(NC1CCN(C(=O)c2cccs2)CC1)c1ccccc1
    -3	11	0.2	6.7	-6	0	-5	-13
38) O=C(NCCc1ccccc1)C1Cc2c(-c3ccc(Cl)cc3)ccnc2O1 (configuration not stated)
    -7	5	0.0	-4.0	-4	-2	6	10
39) CCOC(=O)N1CCN(C(=S)Nc2ccccc2C)CC1
    -3	3	0.0	2.4	.	1	9	-14
40) CC(C)n1cnc2c(N(C)c3ccccc3)nc(N(CCN(C)C)Cc3ccccc3)nc21
    32	4	-0.6	-0.1	2	1	5	22
41) C[C@H](CO)N1C[C@H](C)[C@H](CN(C)S(=O)(=O)c2cn(C)cn2)Oc2ncc(C#Cc3ccc(C(F)(F)F)cc3)cc2C1=O
    6	.	0.6	-0.1	3	-2	-7	5
42) Cc1ccc(NC(=O)Cn2ccsc2=N)c([N+](=O)[O-])c1
    5	.	0.0	.	.	-2	.	3
43) Cc1ccc(N(C)S(=O)(=O)c2nnc(NC(=O)c3ccco3)s2)cc1
    .	-3	0.0	0.3	.	-1	.	-34
44) CNC(=O)Nc1ccc2nc(C)oc2c1
    -14	5	0.1	0.0	9	-3	-1	-3
45) COc1ccccc1-c1cnc(C(O)c2ccc(C)c(F)c2)[nH]1 (configuration not stated)
    2	8	0.0	0.0	1	-1	-1	-4
46) Cc1[nH]n(-c2ccccc2)c(=O)c1/C=C1/C=c2ccccc2=N1
    -14	7	0.2	1.2	.	-6	.	-23
47) Cc1cc(=O)oc2c3c(cc(OCC(=O)NCC(=O)N[C@H](C(=O)O)C(C)C)c12)OC(C)(C)CC3
    -1	-3	0.6	0.5	2	0	10	-13
48) O=C(O)[C@@H]1[C@@H](CO)[C@@H]2Cn3c(ccc(C4=CCCCC4)c3=O)[C@@H]2N1C(=O)c1ccccc1F
    6	.	0.0	-0.2	7	3	-11	-16
49) Cc1ccc(C(=O)CC(C(=O)O)c2cn(CCC#N)c3ccccc23)cc1 (configuration not stated)
    0	4	-0.2	.	3	-2	-4	-9
50) O=C(NCC[C@@H]1CC[C@H](NS(=O)(=O)c2ccc(F)cc2)[C@H](CO)O1)c1ccccc1F
    6	.	-0.2	-0.4	.	6	.	-13

Continued:
Values in the order: EWS-Fli block	FN deposition inh	Xi reactivation	E-sel inducer	esBAF inh	S100A4 inh HTS	RAD54 inh	RAD52 inh
51) N#Cc1ccc(C23CC4(C2)[C@H](CN(CC2CCCCC2)[C@@H]4c2ccccc2)C3c2ccc(C(F)(F)F)cc2)cc1 (some centres not stated)
    9	2	0.0	-0.1	.	.	.	.
52) O=C(O)CC1(CC(=O)N2CCOCC2)CCCC1
    -6	6	0.0	.	-6	3	-3	-11
53) COc1ccc(OCCC(=O)OCC(=O)Nc2cccc(S(=O)(=O)N3CCOCC3)c2)cc1
    0	7	0.3	2.5	.	-5	2	-21
54) COc1ccccc1-c1ccc2c(c1)O[C@H](CN(C)C(=O)Nc1ccccc1)[C@@H](C)CN([C@@H](C)CO)S2(=O)=O
    8	.	-0.3	0.3	9	-13	-5	-19
55) O=C(NCC1CCCO1)c1nnc(Cc2ccc(F)cc2)o1 (configuration not stated)
    -2	-1	0.1	0.1	-6	-1	3	53*
56) O=S(=O)(NCc1cn2ccccc2n1)c1ccccc1F
    2	-6	0.0	-0.8	.	-6	.	-19
57) CCC(=O)N1[C@H](CN(C)C(C)=O)[C@@H](c2ccc(-c3ccccc3)cc2)[C@@H]1CO
    3	4	0.2	0.0	-3	2	-5	-7
58) Cc1cccc(OCC(=O)Nc2nnc(S(=O)(=O)N3CCCCCC3)s2)c1
    0	.	0.4	-0.1	-12	0	1	-10
59) CC1=CC(C)(C)NC(=S)N1c1cccc2cc(S(=O)(=O)O)ccc12
    -3	8	0.2	-0.2	.	-1	.	-25
60) Cc1ccc(S(=O)(=O)N2CCCCC2)cc1NC(=O)c1ccc(Cl)nc1
    -3	-6	-0.4	.	-4	0	-9	-20
61) NC(=O)c1ccc(NC(=O)C2COc3ccccc3O2)cc1 (configuration not stated)
    -18	0	0.0	.	-2	2	-4	-8
62) Cc1cccc(C)c1NC(=O)N1CC=CCC1
    7	4	0.3	-0.2	0	-3	-16	-12
63) CCN(CC(=O)NCc1cccs1)C(=O)c1ccc(S(=O)(=O)Nc2ccccc2)cc1
    7	0	0.3	-0.2	-1	18	2	-2

Three entries already listed, ordered by count of non-hydrogen atoms, lowest first:
Values in the order: EWS-Fli block	FN deposition inh	Xi reactivation	E-sel inducer	esBAF inh	S100A4 inh HTS	RAD54 inh	RAD52 inh
31) CC(C)N=C1NN=C(c2cccs2)CS1
    -56	-2	-0.1	.	.	5	.	-11
25) CN1CCN(c2ccc(NC(=O)c3ccc(-c4ccc(Br)cc4)o3)cc2)CC1
    16	9	0.2	.	.	21	.	-4
20) Cc1ccccc1CN1C(=O)CN(S(C)(=O)=O)CC1(C)C(=O)Nc1ccc2c(c1)OCCO2 (configuration not stated)
    -5	-1	0.0	-9.4	.	-4	.	-6
